Source: PubChem BioAssay
D2 antagonist – antagonizes the human D2 dopamine receptor; inhibition, % at 10 µM; hit rate 2% among 340,000; HEK293 TREx D2 cells, calcium flux, dopamine EC80; in the data active means inhibition above about 30%; further: 0% is about no effect
Target sequence (P14416 whole entry, looked up): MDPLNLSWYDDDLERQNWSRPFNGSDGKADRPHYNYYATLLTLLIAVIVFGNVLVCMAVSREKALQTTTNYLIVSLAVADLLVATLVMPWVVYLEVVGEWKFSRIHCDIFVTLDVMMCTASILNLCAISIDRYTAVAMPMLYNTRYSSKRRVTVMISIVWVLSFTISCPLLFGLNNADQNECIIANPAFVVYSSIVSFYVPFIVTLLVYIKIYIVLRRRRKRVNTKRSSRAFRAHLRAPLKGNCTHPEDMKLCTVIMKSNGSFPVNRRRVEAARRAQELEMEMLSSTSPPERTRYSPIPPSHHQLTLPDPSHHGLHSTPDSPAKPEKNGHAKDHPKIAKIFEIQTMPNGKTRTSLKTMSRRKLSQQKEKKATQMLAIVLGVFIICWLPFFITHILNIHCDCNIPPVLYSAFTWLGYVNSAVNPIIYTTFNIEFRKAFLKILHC
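Dopamine at EC80 is the agonist stimulus; test compounds precede it by 180 s. Calcium flux read kinetically in a force-coupled, inducible HEK293 T-REx D2 cell line.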
TrxR1 substrate – substrates of rat thioredoxin reductase 1; purified TrxR1 substrate turnover, NADPH consumption readout; Potency, µM (titrated, usually from 114 µM), for inactives: at the top dose activity change, negative = substrate turnover; O89049; hit rate 0.01% among 390,000; further: potency means the concentration at half of the fitted maximal effect; on the % scale 0 is the no-effect control and ±100 the full control effect; nearly all actives have a fitted effect of over 50% in size
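Rat TrxR1, dispensed at 90 nM, was prereduced with 400 uM NADPH (final) for 5 min at ~22 deg C, then incubated with compound 15 min before 400 uM selenite. A first-read NADPH fluorescence drop versus no-compound background flagged substrates.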
USP1-UAF1 inh – USP1/UAF1 (human) deubiquitinase inhibition. O94782. recombinant USP1/UAF1, Ub-Rhodamine cleavage fluorescence. Potency, µM (series often up to 57.1 µM), for inactives: at the top dose activity change, negative = inhibition, usual class: inhibitors. hit rate 0.23% among 390,000. AID 743255; further: potency means the concentration at half of the fitted maximal effect; on the % scale 0 is the no-effect control and ±100 the full control effect; nearly all actives have a fitted effect of over 60% in size; inactives centre near -12
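Step one: compound is pinned into 1nM USP1/UAF1 in HEPES pH 7.8 buffer with TCEP. Step two: 15 min room-temperature incubation. Step three: Ub-Rho (150nM final) starts cleavage, tracked by fluorescence over six one-minute reads.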
TRHR enhancer – allosteric enhancers of human TRH receptor; P34981; TRHR cells, fluo-8 calcium fluorescence, EC20 TRH enhancement; enhancement, % at 2 µM; hit rate 0.66% among 360,000; AID 493056; in the data active means enhancement above about 30%; further: 0% is about no effect
Target sequence (P34981 whole entry, looked up): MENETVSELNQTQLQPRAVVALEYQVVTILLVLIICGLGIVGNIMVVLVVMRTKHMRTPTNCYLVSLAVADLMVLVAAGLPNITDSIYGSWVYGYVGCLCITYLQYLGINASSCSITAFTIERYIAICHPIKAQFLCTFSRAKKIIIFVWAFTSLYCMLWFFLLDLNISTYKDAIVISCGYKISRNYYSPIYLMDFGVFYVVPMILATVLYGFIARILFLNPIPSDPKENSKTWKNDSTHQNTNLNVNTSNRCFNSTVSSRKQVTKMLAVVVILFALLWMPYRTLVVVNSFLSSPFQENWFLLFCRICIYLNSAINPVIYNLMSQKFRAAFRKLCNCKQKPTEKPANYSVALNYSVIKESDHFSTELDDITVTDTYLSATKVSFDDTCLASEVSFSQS
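TRHR-expressing cells loaded with fluo-8 calcium dye were read kinetically (ex 480/em 530) during compound addition, then stimulated with an EC20 of TRH (10 nM final). Enhancement of the Gq-mediated intracellular calcium response was scored.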
TRHR ag – TRH receptor (human) agonism; P34981; TRHR cells, calcium flux fluo-8, FDSS agonist mode; activation, % at 2 µM; hit rate 0.18% among 360,000; AID 493084; in the data active means activation above about 30%; further: 0% is about no effect
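Read-out: compound-evoked intracellular calcium rise in TRHR cells, fluo-8 dye, kinetic FDSS fluorescence at 1 s/cycle following a 10-cycle baseline. Cells cultured overnight before dye loading (30 min–1.5 h, RT).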
rTrxR1 inhibitor – inhibitors of rat thioredoxin reductase 1. O89049. recombinant rTrxR1, NADPH fluorescence consumption, selenite substrate. Potency, µM (doses to about 114 µM), inactives show at the highest dose activity change, negative = inhibition, most hits filed as inhibitors. hit rate 1% among 390,000. AID 588453; further: potency means the concentration at half of the fitted maximal effect; on the % scale 0 is the no-effect control and ±100 the full control effect; nearly all actives have a fitted effect of over 65% in size
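Rat TrxR1 (90 nM in the dispensed reagent) was pre-reduced with 400 uM NADPH for 5 min at room temperature, then incubated with compound for 15 min. After 400 uM selenite was added, NADPH fluorescence (Ex 340/Em 450 nm) was followed for 8 min.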
Pin1 inh – blocks the human prolyl isomerase Pin1 | Q13526 | Pin1 FP peptide displacement, HiFluor488, 10 min | Potency, µM (titrated, usually from 115 µM), for the others: at the top dose activity, negative = inhibition, hits mostly inhibitors | hit rate 0.009% among 390,000; active means well fitted inhibition curve with a large enough effect in the polarisation, with a control signal flat, not every such curve was filed as active; inconclusive means small, poorly fitted or top-dose-only effect, or effect the other way, or a change in a side signal; inactive means no such curve, though single readings can be large or run the other way; the % refers to the polarisation; further: potency means the concentration at half of the fitted maximal effect; on the % scale 0 is the no-effect control and ±100 the full control effect
Target sequence (Q13526 whole entry, looked up): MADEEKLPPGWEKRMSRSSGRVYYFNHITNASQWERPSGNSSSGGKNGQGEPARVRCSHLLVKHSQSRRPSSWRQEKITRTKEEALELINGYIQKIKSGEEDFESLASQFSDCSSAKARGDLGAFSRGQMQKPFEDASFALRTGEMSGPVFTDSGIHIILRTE
D2 ag – agonists of human D2 dopamine receptor | activation, % at 2 µM | HEK293 T-REx D2 cells, calcium flux agonist mode | hit rate 0.53% among 340,000 | AID 485358;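 active means activation over 3 SD above normal in the single-dose calcium agonist read, cut at about 30% in these data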; further: 0% is about no effect
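Agonism is scored from calcium flux in a force-coupled, inducible HEK293 cell line expressing D2, read kinetically for 180 s after compound addition against dopamine controls.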
mIDH1 inhibitor – inhibitors of human mutant IDH1 R132H; O75874; IDH1-R132H enzyme, NADPH consumption, diaphorase/resazurin fluorescence; Potency, µM (doses to about 76.6 µM), without a hit: at the highest dose activity change, negative = inhibition, actives largely listed as inhibitors; hit rate 0.093% among 390,000; AID 602179; further: potency means the concentration at half of the fitted maximal effect; on the % scale 0 is the no-effect control and ±100 the full control effect; nearly all actives have a fitted effect of over 65% in size
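IDH1-R132H (0.5 ug/mL) preincubated 30 min with compound, then NADPH (0.016 mM) and alpha-KG (2 mM) added; 80 min at RT, pH 7.5. Remaining NADPH coupled via diaphorase/resazurin to fluorescence (540/590 nm); concentration-response curves normalized to no-enzyme control.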
* marks the source's active call; other numbers are inactive results; ? = inconclusive; nt = not tested or not shown; [ ] = remark or other dose. Unless noted, the call rests on the fitted dose curve; in most records, active means well fitted inhibition curve with a large enough effect; inconclusive means small, poorly fitted or top-dose-only effect; inactive means no such curve, though single readings can be large or run the other way.

Start of the data: the first 2 records (preview)
SMILES | D2 antagonist | TrxR1 substrate | USP1-UAF1 inh | TRHR enhancer | TRHR ag | rTrxR1 inhibitor | Pin1 inh | D2 ag | mIDH1 inhibitor
CCN1CCN(CC(=O)Nc2ccc(Cl)c(Cl)c2)C(=O)C1=O | nt | 5% | ? | 1 | 0.0 | 21% | 5% | nt | -1%
CC(=O)N=C1SC2CS(=O)(=O)CC2N1c1cccc(Cl)c1Cl (centres undefined) | -22 | 4% | -8% | -2 | 0.8 | 9%[57.1 µM] | -11% | -0.3 | 9%

This part in full, from the first entry:
SMILES | D2 antagonist | TrxR1 substrate | USP1-UAF1 inh | TRHR enhancer | TRHR ag | rTrxR1 inhibitor | Pin1 inh | D2 ag | mIDH1 inhibitor
CCN1CCN(CC(=O)Nc2ccc(Cl)c(Cl)c2)C(=O)C1=O | nt | 5% | ? | 1 | 0.0 | 21% | 5% | nt | -1%
CC(=O)N=C1SC2CS(=O)(=O)CC2N1c1cccc(Cl)c1Cl (centres undefined) | -22 | 4% | -8% | -2 | 0.8 | 9%[57.1 µM] | -11% | -0.3 | 9%
Cc1nnc(NC(=O)c2ccccc2Br)s1 | -9 | 14%[57.1 µM] | 2% | -7 | 1.2 | 13%[57.1 µM] | -3% | 0.5 | 7%
CC1CC(=O)C(C(C2=C(O)CC(C)CC2=O)c2ccccc2)=C(O)C1 (centres undefined) | nt | -5% | 3% | nt | nt | ? | -3% | nt | 4%
CCOC(=O)c1c(C)[nH]c(C)c1S(=O)(=O)N1CCC(C(=O)N2CCN(c3ccccc3F)CC2)CC1 | nt | -8%[57.1 µM] | -23% | 0 | -0.7 | 0%[57.1 µM] | -13% | -0.2 | -12%
Cc1ccc(-n2c(Cn3nc(C(F)(F)F)cc3C)n[nH]c2=S)cc1 | 1 | 5%[57.1 µM] | 3% | -1 | 1.0 | -20% | -5% | 0.9 | 3%
COc1ccc(S(=O)(=O)NCc2ccccn2)c(Cl)c1Cl | -3 | 4%[57.1 µM] | -9% | 0 | -0.3 | 3% | 7% | -0.4 | 4%
O=C(COC(=O)CC1CC2CCC1C2)NCc1ccc(Cl)cc1 (centres undefined) | nt | -6% | -21% | nt | nt | 8% | -4% | nt | 5%
CN1C(=O)S/C(=C/c2cccn2-c2cccc(C(=O)O)c2)C1=O | 13 | -10% | -14% | -1 | -0.5 | -10% | 0% | -2.2 | 20%
Cc1nc(-n2nc(C)c(Cc3ccc4c(c3)OCO4)c2C)sc1C(=O)Nc1ccc(Cl)cc1 | nt | -3% | -23% | 16 | 0.6 | 13% | -6% | -2.1 | 0%
CC1(C)CC(=O)C=C(c2ccc3ncccc3c2)C1 | -3 | 3% | -25% | -3 | -0.2 | 13% | 3% | 0.0 | 0%
N=c1c(C(=O)NCCc2ccccc2)cc2c(=O)n3ccccc3nc2n1CCCN1CCOCC1 | -5 | 207%[activator] | -24% | -11 | -0.4 | 3% | 2% | -0.1 | 2%
COc1ccccc1NS(=O)(=O)c1ccc(N/N=C(\C)C(C)C)c([N+](=O)[O-])c1 | -15 | -5% | -20% | 1 | -1.7 | -12% | 0% | -0.2 | 2%
CCNc1ccc(S(=O)(=O)N(C)C)cc1NCC(=O)Nc1ccc(Br)cc1F | -12 | -10% | -18% | -3 | -0.3 | -14% | -11% | -1.3 | 8%
Cc1ccc(OCC(=O)N2CCN(C(=O)c3ccncc3)CC2)cc1 | 6 | 6% | -25% | 4 | -0.3 | 31% | -5% | 0.5 | -3%
Cc1ccc(N(CC(=O)NC2CCCC2)C(=O)CNC(=O)c2cccs2)cc1C | 7 | -5% | -6% | 16 | -0.7 | 11% | -6% | -3.3 | 4%
CNC(=O)CSc1nc2ccccc2c(=O)n1C1CCCCC1 | -10 | -13% | -6% | 3 | 0.2 | 45%[2.29 µM] | 3% | 0.3 | 1%
Cc1cccc(C)c1-n1c(C)nn(CC2CC2)c1=O | -31 | 9%[57.1 µM] | -10% | -3 | 0.5 | 26%[57.1 µM] | -7% | -0.1 | 4%
CCCN(CC(=O)Nc1ccccc1C)C(=O)c1ccc2[nH]c3c(c2c1)CC(C)CC3 (centres undefined) | -20 | -7% | ? | -1 | 0.1 | 4% | 7% | 0.3 | -11%
C/C(=N\Nc1ccc(C(F)(F)F)cc1[N+](=O)[O-])C(C)C | -5 | -7% | -7% | -15 | 2.6 | -7% | 2% | -0.8 | 6%
CCOC(=O)C(NC(C)=O)C(=O)Nc1ccc(C(C)C)cc1 (centres undefined) | -1 | 6%[57.1 µM] | 14% | 39* | 0.2 | -2%[57.1 µM] | 1% | -0.6 | -3%
CCCc1n[nH]c2c1C(=O)CC(C)(C)C2 | nt | 6%[57.1 µM] | -23% | 14 | 0.1 | 9%[57.1 µM] | 1% | nt | 1%
O=C(Nc1cccc(S(=O)(=O)N2CCCCCC2)c1)c1ccc2ccccc2n1 | -14 | 9%[57.1 µM] | -25% | 4 | 0.1 | 8% | 7% | -0.6 | 1%
CCCN1CNc2c(c(=O)[nH]c(=S)n2CCc2ccccc2)C1 | nt | -3% | -15% | 1 | -0.7 | 3%[57.1 µM] | -10% | nt | 16%
COc1ccc(O)c(C(=O)c2cnc3c(c2)c(C)nn3CCO)c1 | 0 | 2% | ? | 1 | 0.1 | 9% | 2% | 0.7 | 11%
CN(Cc1nc(-c2ccccc2)no1)C1CCOCC1 | nt | ? | -7% | -3 | 0.5 | -14% | -4% | nt | -1%
CN1CCN(C(=O)/C=C/c2ccc(Cl)cc2)CC1 | nt | -6% | -10% | 5 | 0.5 | 8%[57.1 µM] | -3% | nt | 5%
COc1ccc(C2=NS(=O)(=O)N(C)C(C(=O)Nc3ccc4c(c3)OCO4)=C2)cc1OC | 9 | -9% | -1% | 1 | -0.6 | 13% | -20% | 0.3 | -11%
N=c1c(-c2nc3ccccc3[nH]2)cc(C(=O)c2cccs2)nn1-c1ccccc1 | -19 | -6% | -4% | 7 | -0.1 | -12% | 0% | -0.6 | 7%
COc1ccc(S(=O)(=O)N2CCCC(C(=O)NC3CCCC3)C2)cc1OC (centres undefined) | -3 | -1%[57.1 µM] | -20% | 6 | -0.3 | -1%[57.1 µM] | 0% | -0.5 | -3%
O=C(Nc1cc2c(cc1C(=O)c1ccccc1Cl)OCCO2)c1ccccc1 | nt | -1% | 15% | 1 | -1.7 | 15% | 1% | nt | 24%
COc1ccc(C(=O)OC(C)CN2CCOCC2)cc1 (centres undefined) | -24 | 1% | -9% | 0 | -0.4 | 23% | 2% | 0.3 | 3%
Cc1c(NC(=O)CSc2nnnn2-c2ccc(C(=O)O)cc2)c(=O)n(-c2ccccc2)n1C | 4 | 5% | -2% | -3 | 1.7 | 15% | 2% | 0.6 | -12%
Cc1nn(-c2ccccc2)c(N2CCCC2)c1/C=N/NC(=O)c1cc(-c2cccnc2)nc2ccccc12 | 8 | -12% | -5% | -1 | -0.3 | -6% | 37%[activator] | 0.7 | -1%
O=C(NCc1ccccc1Cl)C(=O)NCC(c1cccs1)S(=O)(=O)c1cccs1 (centres undefined) | nt | -3%[57.1 µM] | -27% | 1 | 0.1 | 4%[57.1 µM] | 0% | 0.7 | 13%
O=C(Nc1ccc2c(c1)OCCO2)c1ccc(S(=O)(=O)N2CCCCC2)cc1 | nt | -2% | -12% | 4 | 0.1 | 18% | 0% | nt | -5%
NS(=O)(=O)c1ccc(CCN=Cc2ccccc2O)cc1 | -7 | -11% | -15% | -2 | 0.1 | -20% | -6% | 0.7 | 6%
O=C(OCC(=O)N1CCCc2ccccc21)c1ccc(S(=O)(=O)C(F)F)cc1 | 42* | -3% | -13% | 3 | -0.4 | -12% | -3% | -0.3 | 4%
CCN(CC)S(=O)(=O)c1cccc(C(=O)N[C@H](C(=O)NCc2ccc(Cl)cc2)C(C)C)c1 | -2 | -4% | -17% | -18 | 0.3 | 5% | ? | 1.5 | 6%
COc1ccc(CCNC(=O)C(=O)NCC2OCCN2S(=O)(=O)c2ccc(C)cc2)cc1 (centres undefined) | -26 | 1%[57.1 µM] | -9% | -3 | -1.0 | 3%[57.1 µM] | 3% | 0.4 | -1%
CCc1ccccc1N(C)S(=O)(=O)c1ccc2[nH]cc(C(=O)N3CCc4ccccc43)c(=O)c2c1 | -8 | -16% | 1% | -3 | 0.0 | -20% | 18% | 0.3 | 1%
Cc1ccc(S(=O)(=O)Nc2cccc(C(=O)NC3CCN(Cc4ccccc4)CC3)c2)cc1F | nt | -7% | 3% | 8 | 3.1 | -1% | 1% | nt | -4%
CC(=O)C1CCC2C3CC=C4N(C)C(=O)CCC4(C)C3CCC12C (centres undefined) | nt | -5%[2.29 µM] | -3% | nt | nt | -5%[2.29 µM] | -3% | nt | -3%
Cc1c(C(c2ccc(F)cc2)c2c(C)n(C)n(-c3ccccc3)c2=O)c(=O)n(-c2ccccc2)n1C | -4 | 5% | -17% | 10 | 0.6 | 18% | -1% | -0.4 | 11%
COc1ccc(NC(=O)Nc2cccnc2)c(OC)c1 | 7 | 1% | -25% | -1 | -0.2 | 6% | -10% | 0.2 | 0%
O=C(CNC(=O)c1ccccc1)NCCO | -8 | -4%[57.1 µM] | -14% | 0 | 0.4 | -9%[57.1 µM] | -21% | 0.9 | 0%
Cc1cccc(N2CCN(c3ccc(C(=O)O)cc3NC(=O)c3cccc(Cl)c3)CC2C)c1 (centres undefined) | nt | -3%[57.1 µM] | -20% | -5 | -0.3 | 8%[57.1 µM] | ? | -0.4 | ?
COc1ccccc1C1/C(=C(\O)c2ccc3c(c2)OCCO3)C(=O)C(=O)N1Cc1cccnc1 (centres undefined) | -3 | -10% | -3% | 13 | 1.1 | 1% | 4% | -1.1 | 2%
Cc1ccc(CNc2ncccc2-c2nc3cc(Cl)ccc3o2)cc1 | -8 | 30% | -7% | -5 | 0.8 | 4% | -4% | -0.3 | 1%
COc1ccccc1C(=O)NC(=S)N1CCCc2ccccc21 | -14 | 3% | -19% | -7 | -0.1 | -8% | -3% | -0.4 | 8%

The list is partial; the hit share may differ from the screen's.
